Pf Dd2 growth: blocks in vitro growth of P. falciparum Dd2. P. falciparum Dd2 growth, SYBR Green, 72 h. Potency, µM (titrated, usually from 28.9 µM), for the others: top-dose activity, negative = inhibition, actives largely listed as inhibitors. 120,000 tested, 4.3% active. AID 1347417; active means well fitted inhibition curve with a large enough effect; inconclusive means small, poorly fitted or top-dose-only effect; inactive means no such curve, though single readings can be large or run the other way;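 further: plate controls were DMSO vehicle for no effect and reference drug for full effect; nearly all actives have a fitted effect of over 65% in size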
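Infected erythrocytes (Dd2, 0.3% parasitemia, 2.5% hematocrit final) are added to compound in RPMI-1640/Albumax II medium, grown 72 h at 37C in low oxygen, then lysed with saponin/Triton-X containing SYBR Green and read by fluorescence.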
Starred values were filed as active, the others as inactive; i = inactive; ? = inconclusive; [ ] = another dose, or the depositor's remark. Potency means the concentration at half of the fitted maximal effect.

Preview, 5 compounds:
SMILES	Pf Dd2 growth
COc1cccc(-c2nc(N3CCOCC3)cc3c2CN(C)C3=O)c1	i
CCn1ncc(N2CCCC(CC(=O)NCc3ccccc3)C2)cc1=O (stereo not drawn)	i
C[C@@H]1C(=O)O[C@H]2[C@H]1CC[C@@]1(C)Cc3sc(NC(=O)COCC(=O)O)nc3[C@@H](C)[C@H]21	i
COc1cc(C(CC(=O)Nc2cccc(C(C)=O)c2)N2Cc3ccccc3C2=O)cc(OC)c1OC (stereo not drawn)	10µM*
c1ccc(CN2CC[C@@H]3COCCN(Cc4cccnc4)[C@@H]3C2)cc1	?

Results, previewed entries included:
SMILES	Pf Dd2 growth
COc1cccc(-c2nc(N3CCOCC3)cc3c2CN(C)C3=O)c1	i
CCn1ncc(N2CCCC(CC(=O)NCc3ccccc3)C2)cc1=O (stereo not drawn)	i
C[C@@H]1C(=O)O[C@H]2[C@H]1CC[C@@]1(C)Cc3sc(NC(=O)COCC(=O)O)nc3[C@@H](C)[C@H]21	i
COc1cc(C(CC(=O)Nc2cccc(C(C)=O)c2)N2Cc3ccccc3C2=O)cc(OC)c1OC (stereo not drawn)	10µM*
c1ccc(CN2CC[C@@H]3COCCN(Cc4cccnc4)[C@@H]3C2)cc1	?
CCCNC(=O)CCc1cc2cc(OC)ccc2[nH]c1=O	19.9%
CN(C)Cc1nnc(C2CCN(C(=O)Nc3cccc(C#N)c3)CC2)n1C	-7.8%
Cc1noc2c(N3CC[S+](=O)([O-])CC3)cc(-c3ccccc3)nc12	0.9%[44.1 µM]
Cc1cc(NC(=O)N2C[C@@H](F)C[C@H]2C(=O)N2CCCCC2)ccc1Br	i
Cc1ccc(C(=O)N2CCn3c(nnc3[C@@H]3C[C@@H](O)CN3Cc3ccccc3)C2)cn1	2.9%
COc1ccc(-c2cc(N3CCC(NC(=O)c4ccc(OC)c(F)c4)CC3)n[nH]2)cc1	?
O=C(NC[C@H]1Cn2c(-c3ccc(Cl)cc3)cnc2CO1)Nc1ccccc1	?
O=C(NCc1c[nH]c2ncccc12)C1CCCC1	?
CC(=O)c1ccc(N2CCN(S(=O)(=O)c3cc(-c4onc(C)c4C)ccc3C)CC2)cc1	?
Cc1nc(-c2cccc(NC(=O)Nc3ccc([N+](=O)[O-])cc3)c2)no1	?

Pulled by compound from above:
SMILES	Pf Dd2 growth
C[C@@H]1C(=O)O[C@H]2[C@H]1CC[C@@]1(C)Cc3sc(NC(=O)COCC(=O)O)nc3[C@@H](C)[C@H]21	i
Cc1ccc(C(=O)N2CCn3c(nnc3[C@@H]3C[C@@H](O)CN3Cc3ccccc3)C2)cn1	2.9%
CCCNC(=O)CCc1cc2cc(OC)ccc2[nH]c1=O	19.9%

The listing continues.
SMILES	Pf Dd2 growth
CCC1(N2CCN(C(=O)Nc3cc(Cl)ccc3OC)CC2)CCN(C(=O)NC)C1 (stereo not drawn)	-13.3%
CC(=O)c1cccc(NC(=O)c2sc(-n3nc(C)c(Cc4ccccc4)c3C)nc2C)c1	?
CC1CCC2(CC1)NC(=O)N(CC(=O)Nc1ccc(C(C)C)cc1)C2=O (stereo not drawn)	?
Cc1ccccc1Nc1cc(C(=O)NC2CCCCC2)c2ccccc2n1	7.1%
COc1ccc2c(c1)CN(C(=O)NCc1ccccc1)CC[C@H]1COC(=O)N21	-8.0%[44.1 µM]
CCOC(=O)c1cc(-c2ccccc2)n(-c2cccc(C(=O)N(CC)c3ccccc3)c2)c1C	i
CCNC(=O)N1CCCC(c2noc(COc3ccccc3)n2)C1 (stereo not drawn)	-12.4%
CCC(=O)N1CCc2cc(Br)cc(S(=O)(=O)N3CCC(C(=O)N(CC)CC)CC3)c21	10µM*
Cc1ccc(CNC(=O)CSc2nc(=O)n(Cc3ccco3)c3c2CCC3)cc1	79.1%[activator]
Cc1ccc(C)c(C(=O)N(C)CC2CCOCC2)c1	4.2%
c1ccc(CN2CCC[C@H]2c2nc(-c3ccnc(N4CCOCC4)c3)no2)nc1	7.08µM*
CCC(C)NC(=O)c1sc2nc(C)c(C(=O)Nc3ccc(C)cc3C)c(-c3ccc(Cl)cc3)c2c1N (stereo not drawn)	-5.4%
COCCN1Cc2ccc(NCC(C)C)nc2C(C)(C(=O)NCc2cccnc2)C1 (stereo not drawn)	-17.1%[44.1 µM]
COc1ccc(-c2cc(C(=O)NCCc3ccc(Cl)cc3)[nH]n2)cc1	0.0%
COC1CCN(c2cc(-c3cccc(C(F)(F)F)c3)nc3c(C)noc23)CC1	-20.0%[44.1 µM]

The list continues:
SMILES	Pf Dd2 growth
CC(C)n1cnnc1-c1nn(C)c2c1CN(C(=O)CC1CCCC1)CC2	?
COc1ccc(OC)c(NC(=O)Cn2ccn3nc(-c4ccccc4)c(CO)c3c2=O)c1	-3.9%
O=C1CC(c2ccccc2)N(C(=O)CNC(=O)c2cnccn2)CCCCCCN1 (stereo not drawn)	32.9%
Cc1cc(CC(C)NC(=O)Cc2c(C)[nH]c3ccccc23)n[nH]1 (stereo not drawn)	i
Cc1cc(=O)n(CC(=O)Nc2ccc(F)c(Cl)c2)c(N2CCc3ccccc3C2)n1	i
CCC(=O)N1CCCN(S(=O)(=O)c2ccccc2)CCC(=O)NCC1	9.8%
CCn1c2c(c(=O)n1Cc1ccccc1)CCN(C(=O)CCc1ccccn1)C2	9.2%[44.1 µM]
COc1ccc(Cn2c(C(=O)O)c(CNCCc3cccs3)c3ccc(C)cc32)cc1	?
O=C(c1ccc(F)cc1)N1CCCC(c2nn(-c3cccc(Cl)c3)c(=O)[nH]2)C1 (stereo not drawn)	i
CCCc1ccc(OCC(=O)Nc2sc3c(c2C(=O)OC)CCCCC3)cc1	1.1%
CCNC(=O)C1C(c2cccc(NC(=O)c3ccc(F)cc3)c2)OC(=O)N1Cc1cccc(Cl)c1 (stereo not drawn)	i
COc1cc(OC)cc(-c2nc3n(n2)C(c2ccccc2F)C(C(=O)Nc2cccnc2)=C(C)N3)c1 (stereo not drawn)	?
CCN1c2cc(C(=O)Nc3ccccc3)ccc2C(=O)N2CCCCCC21 (stereo not drawn)	-4.0%
Cc1cc(=O)[nH]c2nnc(SCc3ccc(C(F)(F)F)cc3)n12	i
NC(=O)C1CCN(C(=O)C2CCCN(S(=O)(=O)c3ccccc3)CCC(=O)NCC2)CC1 (stereo not drawn)	6.2%

The list goes on.
SMILES	Pf Dd2 growth
CN(CC1CCOC1)C(=O)Nc1cccc(Cl)c1F (stereo not drawn)	46.7%[activator][5.79 µM]
Cc1nc(-c2ccc(Cl)cc2)n(Cc2ccc(F)cc2F)c(=O)c1CCO	i
CC(C)NC(=O)N1CCOc2ccc(CCC(=O)NCCc3cccnc3)cc2C1	i
COc1cccc(-n2c(SCC(=O)N3CCc4ccccc43)nc3c([nH]c4ccccc43)c2=O)c1	?
COc1ccc(-c2nocc2CCC(=O)NCCc2ccc(S(N)(=O)=O)cc2)cc1	-29.0%
COc1ccc(C(=O)NCCC2CCN(C(=O)Nc3ccc(F)cc3F)CC2)cc1OC	1.4%
COCCC(=O)N[C@@H]1CN(c2ccncn2)C[C@H]1CO	1.5%
Cc1cnc(CC2CCCN(C(=O)c3ccn[nH]3)C2)n1Cc1ccccc1 (stereo not drawn)	i
Cn1ccc2c(C(=O)NCc3cccnc3)nc(-c3ccc(N4CCOCC4)cc3)cc21	-18.3%[44.1 µM]
Cc1ccc(NC(=O)Nc2nnc(SCC(=O)Nc3ccc(F)cc3F)s2)cc1	46.9%[activator]
COc1cccc(CN(C)CC(C)N2CCOCC2)c1O (stereo not drawn)	?
O=C1CO[C@H]2CCN(Cc3ccncc3Cl)CC[C@@H]2N1c1ccccc1	?
Cc1cccc(NC(=O)C2CCC(CNS(=O)(=O)c3csc(C(N)=O)c3)CC2)c1C (stereo not drawn)	25.0%
CSc1ccc(C(=O)N2CCC(n3nccc3NC(=O)CC(C)C)CC2)cc1	?
CCOC(=O)C1CCCN(C(=O)c2ccc3c(c2)N(Cc2ccc(Cl)cc2)C(=O)c2ccccc2S3=O)C1 (stereo not drawn)	11.2µM*

Next part.
SMILES	Pf Dd2 growth
CCNC(=O)N1C[C@@H]2OCC(=O)N(CC3CC3)[C@@H]2C1	8.6%[44.1 µM]
CC(C)(C)OC(=O)N1CCC(c2c(C(=O)NCc3ccco3)cnn2-c2ccc(F)cc2F)CC1	?
CCn1ncc(N2CCC(NC(=O)Cc3ccc(OC)cc3)CC2)cc1=O	i
O=C(Nc1ccc(F)c(F)c1)C1CCCN(S(=O)(=O)c2cccc3nonc23)C1 (stereo not drawn)	31.4%[activator]
Cn1nccc1C(=O)NC1CCCN(c2cc(N3CCCC3)ncn2)C1 (stereo not drawn)	-7.5%[5.79 µM]
CCOc1ccc(NC(=O)Cn2c(C)ccc(C#N)c2=O)cc1	i
O=C(Cc1c(F)cccc1Cl)N1[C@H]2CC[C@@H]1c1cnc(-c3ccccc3)nc1C2	?
Cc1cnc(CC2CCN(C(=O)c3cccc4[nH]ccc34)CC2)n1CC1CC1	i
COC(=O)c1ccc(NC(=O)N2[C@H]3CC[C@@H]2c2cnc(C)nc2C3)cc1	-22.4%
CC(C)CCN1CCC(Oc2ccc(C(N)=O)cn2)CC1	i
O=C(C1CC1)N1CCC(c2nc(-c3ccc4nc[nH]c4c3)no2)CC1	?
COc1cccc2cc(-c3cn4c(n3)sc3cc(F)ccc34)c(=O)oc12	37.3%[activator]
COc1cc(NC(=O)C(=O)Nc2ccc3nc4n(c(=O)c3c2)CCCCC4)cc(OC)c1OC	-12.3%
CCOC1CCOC2(CCN(C(=O)c3ccn(CC)n3)CC2)C1 (stereo not drawn)	41.3%[activator]
Cn1cc(CN2C[C@H](C(=O)Nc3cccc(F)c3)C[C@H]2c2cccc(C(F)(F)F)c2)cn1	-10.5%

(listing goes on)
SMILES	Pf Dd2 growth
O=C(O)c1cccc(Nc2ncnc3scc(-c4ccccc4)c23)c1	i
O=C(NCC1(O)CCCN(C(=O)c2cccs2)CC1)N1CCOCC1 (stereo not drawn)	3.4%
CCOc1ccc(NC(=O)CSc2oc(-c3ccco3)nc2S(=O)(=O)c2ccc(C)cc2)cc1	21.4%
CC1CCCN1Cc1c(C(=O)N2CCCCCCC2)nc2sccn12 (stereo not drawn)	-1.3%
COc1cccc(C2C(C(N)=O)=C(C)Nc3nc(CCCO)nn32)c1 (stereo not drawn)	21.3%
COCCCNC(=O)c1sc2nc(C)c(C(=O)Nc3ccc(C)cc3C)c(-c3ccc(Br)cc3)c2c1N	?
CC(C)(C)C(=O)N1CCC2(C1)C(=O)N(CCc1ccccc1)c1ccccc12 (stereo not drawn)	?
CN(C)C[C@@H]1CN(C2CCOCC2)C[C@H]1NC(=O)c1cc2ccccc2[nH]1	?
CCc1noc(-c2cccn3c(CNC(=O)COc4cccc(C)c4)nnc23)n1	-17.2%
CCn1nc(-c2ccccc2S(=O)(=O)NC(C)(C)C)nc1N(C)C	-15.1%
O=C(c1ccc2c(c1)OCO2)N1CCC2(CC1)CC(c1cccc(C(F)(F)F)c1)=NO2	-14.9%
Cc1cccc(N2CCN(C(=O)c3cc4c(=O)oc5ccccc5c4s3)CC2)c1C	i
Cc1ccccc1NC(=O)Nc1ccnn1C1CCN(C(=O)CCN)CC1	-9.3%
COc1ccc(CCC(=O)N2CC[C@H]3C(=O)NCCCCCCN(Cc4ccncc4)[C@@H]3C2)cc1	?
O=C(c1ccoc1)N1CCC(Nc2cccnc2)C1 (stereo not drawn)	16.8%[5.79 µM]

More records follow:
SMILES	Pf Dd2 growth
COc1ccc(CC(=O)N[C@@H]2CN(C)C[C@H]2CN(C)C)cc1Cl	4.5%
COc1cc2c(cc1OC)C(COc1ccc(C(C)C)cc1)N(C(=O)c1ccc(S(=O)(=O)N3CCCC3)cc1)CC2 (stereo not drawn)	12.6µM*
Cc1ccc(N2CCC(NC(=O)c3cccc(Br)c3)C2=O)cc1 (stereo not drawn)	1.5%
CCOc1ccc(NC(=O)CCn2c(=O)c3cccn3c3cccnc32)cc1	-18.1%
Cc1noc(C)c1[S+](=O)([O-])N1CCC2(C1)N=C(c1cccnc1)C(=O)N2 (stereo not drawn)	-0.9%
Cc1ccc(-c2noc(-c3ccccc3OCC(=O)Nc3ccccc3[N+](=O)[O-])n2)cc1	33.9%[activator]
C[S+](=O)([O-])c1ccc(-c2cc(C(=O)N3CCCC3)nn3cccc23)cc1	?
Cc1cccc(NC(=O)c2oc3ccccc3c2NC(=O)Cc2coc3ccc(C(C)C)cc23)c1	?
O=C(c1cccc(OC(F)F)c1)N1CCn2nc(C(O)C3CC3)cc2C1 (stereo not drawn)	-10.8%
Cc1cc2c(-c3ccc(S(C)(=O)=O)cc3)nc(-c3c(C)noc3C)cc2[nH]1	?
CCOc1cccc(CNC(=O)[C@H]2CCC[C@H]2NC(=O)c2cnc(C)cn2)c1	?
CCc1cccc(NC(=O)C2CCN(S(=O)(=O)c3cccc(-c4noc(C)n4)c3)CC2)c1	?
COCCNC(=O)[C@@H]1CCC[C@@H](N(C)C)CN(C)C(=O)C1	-0.6%[44.1 µM]
O=C(NC[C@H]1O[C@@H](CO)[C@@H](O)[C@H]1N1CCN(c2ccc(F)cc2)CC1)c1ccc(F)c(Cl)c1	i
Nc1nc(C2CC(O)C2)cc(N2CC(N3CCOCC3)C2)n1 (stereo not drawn)	-10.6%
CCC(CO)NC(=O)C(=O)Nc1c2c(nn1-c1ccc(F)cc1)CSC2 (stereo not drawn)	14.0%
Cc1ccc(CN(C(=O)COc2ccc(C(C)(C)C)cc2)C2CCS(=O)(=O)C2)o1 (stereo not drawn)	?

Screening data: PubChem, National Center for Advancing Translational Sciences (NCATS)

Not all compounds are listed; rates above refer to the full screens.
